High-throughput results (PubChem BioAssay)
EWS-Fli inh: EWS/Fli-driven NR0B1 reporter inhibitors, primary screen, A673 cells, NR0B1 luciferase, luminescence, MLPCN library. viability-normalised. 0.67% of 350,000 active. inhibition, % at 12.6 µM;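 active = mean inhibition of at least 50% after viability correction, with every replicate also passing that limit; inconclusive = mean reaches 50% but only one of two replicates passes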;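 also: firefly luciferase signal divided by Alamar Blue viability fluorescence both relative to DMSO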
ARNT TACC3 PPI: disruptors of ARNT/TACC3 protein interaction, primary screen, biochemical, AlphaScreen, single concentration. Transforming acidic coiled-coil-containing protein 3 (Homo sapiens), Q9Y6A5. AlphaScreen His-ARNT PAS-B/GST-TACC3 binding, luminescence; TACC3 fragment carries E629A point mutation. inhibition, % at 9.99 µM. 0.66% of 390,000 active;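 active = mean inhibition of replicates at least 50% and at least half of replicates each reaching 50%; inconclusive = half or more replicates reach 50% but mean below 50%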;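 also: 0% = complete ARNT plus TACC3 wells and 100% = ARNT alone without TACC3; many hits fall short of the cut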
CASP6 VEID inh: human caspase-6 inhibitors, primary screen, biochemical, VEID-R110 fluorescence, single point, set 2; P55212; purified caspase-6, Z-VEID-R110 cleavage fluorescence; inhibition, % at 12.5 µM; 0.53% of 350,000 active;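 active = mean inhibition across replicates at least about 35%, with every replicate also reaching that limit, limit read from the data; inconclusive = only one of the two criteria met; inactive = neither criterion met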;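 also: 0% = median of neutral control wells and 100% = no fluorescence left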
Target sequence (P55212 24-179 limits assumed): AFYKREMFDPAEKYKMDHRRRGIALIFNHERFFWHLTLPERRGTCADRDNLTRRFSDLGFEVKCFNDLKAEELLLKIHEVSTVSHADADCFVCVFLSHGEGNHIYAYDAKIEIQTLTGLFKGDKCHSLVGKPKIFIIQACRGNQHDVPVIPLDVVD
Target sequence (P55212 194-293 limits assumed): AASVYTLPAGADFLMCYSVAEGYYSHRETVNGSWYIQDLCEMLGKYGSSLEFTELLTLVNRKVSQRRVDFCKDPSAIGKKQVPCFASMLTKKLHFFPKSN
DENV2 CPE: inhibitors of DENV2 cytopathic effect, primary screen, cell-based, plate reader, single concentration; DENV2-infected cells, cytopathic effect rescue; CPE inhibition, % at 9.99 µM; 1.7% of 350,000 active; in the data active = CPE inhibition above about 20%, passing the limit was not always enough; inconclusive = no clear call, values can overlap the other calls; tested in BHK-21 cells;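 also: 0% = median of neutral control wells and 100% = median of positive control wells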
PAX8 inh HTS: inhibitors of PAX8-driven TPO luciferase reporter, primary screen, RMG-I cells, single concentration; SteadyGlo, 24 h; inhibition, % at 12.6 µM; 1.2% of 360,000 active; AID 652154, 2013;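 active = mean replicate inhibition at least 60% with every replicate also reaching 60%; inconclusive = only one of the two criteria is met; inactive = mean below 60% and not all replicates reaching 60%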;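 also: luciferase light reporting Pax8 driven TPO promoter activity; plate controls were median of neutral control wells for no effect and mitoxantrone controls for full effect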
SIRT5 inh: SIRT5 desuccinylase inhibitors, primary screen, biochemical, fluorescence imaging, single point, set 5 | NAD-dependent protein deacylase sirtuin-5, mitochondrial (Homo sapiens), Q9NXA8 | Purified SirT5, succinyl-peptide AMC, trypsin-coupled fluorescence | inhibition, % at 15 µM | 1.1% of 330,000 active | AID 652115, 2013; in the data active = inhibition above about 15%; inconclusive = no clear call, values can overlap the other calls
Target sequence (Q9NXA8 whole entry, looked up): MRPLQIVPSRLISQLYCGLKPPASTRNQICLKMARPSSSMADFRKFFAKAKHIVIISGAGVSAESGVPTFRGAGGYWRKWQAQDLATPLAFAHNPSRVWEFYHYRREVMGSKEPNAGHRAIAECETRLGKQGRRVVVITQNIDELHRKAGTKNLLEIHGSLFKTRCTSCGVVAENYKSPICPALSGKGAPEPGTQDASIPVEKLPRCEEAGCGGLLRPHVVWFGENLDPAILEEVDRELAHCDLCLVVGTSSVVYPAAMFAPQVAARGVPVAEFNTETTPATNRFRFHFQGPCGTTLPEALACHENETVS
LGR2 antag: inhibitors of bursicon-induced LGR2 CRE-luciferase signal, primary screen, cell-based, HEK293, CRE-luciferase reporter, bursicon stimulation; bursicon-stimulated, 4 h; inhibition, % at 9.99 µM; 0.35% of 380,000 active; AID 720647, 2013;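 active = drop in luminescence signal, shown as inhibition above about 50% in the replicate tests, limit read from the data, passing the limit was not always enough; inconclusive = probably only some replicates passing the limit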;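 also: agonist challenge used bursicon conditioned medium at about half maximal strength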
* = called active by the depositor; ? = inconclusive; / = not tested or not shown.

Preview, four compounds:
SMILES	EWS-Fli inh	ARNT TACC3 PPI	CASP6 VEID inh	DENV2 CPE	PAX8 inh HTS	SIRT5 inh	LGR2 antag
C[C@@H]1CN([C@H](C)CO)C(=O)c2cc(-c3ccccc3F)cnc2O[C@@H]1CN(C)C(=O)NC1CCCCC1	-6	-5	2	-5	/	-3	2
S=c1nc(-c2ccc(Br)cc2)[nH]c2ccccc12	19	1	-5	0	-7	-4	-9
C[C@H]1CN([C@@H](C)CO)C(=O)c2cc(C#Cc3ccccc3F)cnc2O[C@H]1CN(C)C(=O)C1CCC1	-12	-2	-2	-8	12	4	0
O=C1c2ccccc2[C@@H]2C[C@H]3O[C@H]3CCN12	-5	-3	3	19	-8	-3	7

The list itself, from the first entry:
SMILES	EWS-Fli inh	ARNT TACC3 PPI	CASP6 VEID inh	DENV2 CPE	PAX8 inh HTS	SIRT5 inh	LGR2 antag
C[C@@H]1CN([C@H](C)CO)C(=O)c2cc(-c3ccccc3F)cnc2O[C@@H]1CN(C)C(=O)NC1CCCCC1	-6	-5	2	-5	/	-3	2
S=c1nc(-c2ccc(Br)cc2)[nH]c2ccccc12	19	1	-5	0	-7	-4	-9
C[C@H]1CN([C@@H](C)CO)C(=O)c2cc(C#Cc3ccccc3F)cnc2O[C@H]1CN(C)C(=O)C1CCC1	-12	-2	-2	-8	12	4	0
O=C1c2ccccc2[C@@H]2C[C@H]3O[C@H]3CCN12	-5	-3	3	19	-8	-3	7
COc1ccc(NC(=O)c2c[nH]c(=O)n(-c3ccc(C)c(C)c3)c2=O)cc1OC	-2	-5	5	5	28	0	6
COc1cccc(CC2(CO)CCCN(S(=O)(=O)N(C)C)C2)c1 (centres undefined)	-2	-5	-1	5	-12	2	0
O=C(COc1cc2oc(=O)c3c(c2cc1Cl)CCC3)N1C[C@H]2C[C@@H](C1)c1cccc(=O)n1C2	-12	-1	3	15	/	0	-17
COc1ccc(S(=O)(=O)Nc2ccc3c(c2)C(=O)N([C@@H](C)CO)C[C@@H](C)[C@H](CN(C)CC2CCCCC2)OCCCC[C@H](C)O3)cc1	-6	-20	/	9	-11	/	17
CC(C)c1ccc(N)c(S(=O)(=O)O)c1	1	1	8	1	2	-7	-12
COc1cc(CC(=O)O)ccc1OCc1ccccc1	-5	-3	7	-3	6	-4	-2
CCOC(=O)C1CCN(C(=O)CN2C(=O)c3ccccc3S2(=O)=O)CC1	-1	0	2	0	-17	0	-17
CCN1CCN(C(=O)C2CC(=O)N(c3ccc(Cl)cc3)C2)CC1 (centres undefined)	-3	1	-5	61*	-2	-3	11
CNC(=O)C[C@@H]1CC[C@H]2[C@H](COc3ccc(NC(=O)c4ccccc4OC)cc3C(=O)N2C)O1	4	-8	-2	/	-6	-3	-12
CC(=O)N1[C@@H](CO)[C@H](c2ccccc2)C12CN(C(=O)Nc1ccccc1F)C2	-4	/	1	3	/	-2	5
Cc1cc(Cl)ccc1NC(=S)Nc1ccccn1	-46	2	0	-7	-78	-4	-41
CN(CC(=O)Nc1ccc(N2CCOCC2)cc1)C(=O)CCNC(=O)c1ccccc1Cl	-7	-3	2	-7	6	1	10
COc1ccccc1C(=O)NCCCN1CCCC1=O	8	-15	1	-2	/	-1	-3
Cc1ccc(C)c(NC(=O)CN(C)C(=O)C2CCCC2)c1	-5	/	-1	-7	-31	-4	-22
COc1ccccc1-n1nnnc1SCC(=O)N(CC(C)C)C1CCS(=O)(=O)C1 (centres undefined)	/	-5	-2	-5	0	-2	8
COc1ccc(NC(=O)/C=C/c2cccc(C(F)(F)F)c2)cn1	9	25	1	23*	-6	-2	0
Cc1[nH]c2ccccc2c1C(=O)NS(=O)(=O)Nc1ccccc1	4	3	4	6	16	1	-16
COc1cc(CN2[C@@H]3CNC[C@H]2C3c2ccc(-c3cccc(C)c3)cc2)cc(OC)c1 (some centres undefined)	22	/	/	3	5	4	-4
Cc1ccc([C@@H]2C[C@H]3[C@@H](CN2S(=O)(=O)c2ccc(C)cc2)C(=O)C[C@@H](c2ccccc2)N3S(=O)(=O)c2ccc(C)cc2)cc1	-1	/	2	15	11	-4	-2
Cc1ccc(S(=O)(=O)N(C)C(=O)NC(=O)NS(=O)(=O)c2ccccc2)cc1	-11	/	2	-1	1	3	2
CCOc1ccc2nc(COC(=O)c3cccs3)c(C(C)=O)[n+]([O-])c2c1	18	5	1	-4	17	-5	30
C[C@@H]1CCCCO[C@H](CN(C)C(=O)CCC(F)(F)F)[C@@H](C)CN([C@H](C)CO)C(=O)c2cc(NS(=O)(=O)c3ccc(Cl)cc3)ccc2O1	/	-3	-2	0	-22	6	8
Cc1nn(-c2ccccc2)c(C)c1NC(=O)COC(=O)c1ccc(S(=O)(=O)C(F)F)cc1	-5	-5	0	-3	8	-1	1
Cc1ccc(/C=C/C(=O)Nc2ccc([N+](=O)[O-])c(NC(=O)/C=C/c3ccc(C)o3)c2)o1	2	-12	0	4	22	1	/
C=C(C)C(=O)Oc1ccc(N2C(=O)[C@@H]3C4C=CC(C4)[C@@H]3C2=O)cc1	15	2	0	-1	-13	-7	-17
Cn1nc(C(C)(C)C)cc1C(=O)N1CCCCC1c1cc(C(=O)NCc2cccnc2)no1 (centres undefined)	0	/	-1	1	-1	-1	6
O=C(C[C@@H]1C[C@@H]2c3cc(NC(=O)C4CCC4)ccc3O[C@@H]2[C@H](CO)O1)NCCc1ccccc1	-4	-5	3	?	2	-3	4
COc1ccc(CC(=O)NNC(=S)NC(=O)c2cc(OC)c(OC)c(OC)c2)cc1	11	/	4	5	9	-4	17
COc1ccc(CC(=O)Nc2ccccc2C(F)(F)F)cc1S(=O)(=O)N1CCOCC1	-12	/	3	-2	-14	/	16
CCC#CCN(Cc1ccccc1Br)[C@H](/C=C/c1ccccc1)[C@@H](O)Cc1ccccc1	1	-4	1	1	-3	0	/
NS(=O)(=O)c1cccc(NC(=O)COC(=O)c2ccccc2C(=O)c2ccccc2)c1	9	/	-2	-6	3	-1	7
O=C(NCCN1CCOCC1)c1cc(-c2cccc(Cl)c2)on1	-29	-9	-1	6	-30	-13	3
COc1cccc(CNC(=O)C[C@H]2CC[C@@H]3[C@@H](COc4ccc(NC(=O)c5cccs5)cc4C(=O)N3C)O2)c1	1	-6	-2	?	2	25*	-10
Cc1ccc(C)c(C(=O)CN2C(=O)NC3(CCCCCC3)C2=O)c1	-13	1	-1	?	-26	0	5
Cc1ccccc1N1CCN(c2ccc(NC(=O)C3CCCCC3C(=O)O)cc2)CC1 (centres undefined)	/	-7	/	/	-4	/	-7
O=[N+]([O-])c1ccc(-c2ccn[nH]2)o1	15	-1	14	-4	-21	-1	9
Cc1noc(C)c1S(=O)(=O)N(C)C[C@@H]1OCCCC[C@H](C)Oc2ccc(NC(=O)Cc3ccccc3)cc2C(=O)N([C@@H](C)CO)C[C@H]1C	7	-8	-3	/	1	1	-2
Cc1cc(OCC(=O)NCC2CCC(C(=O)O)CC2)c2c(C)c(Cc3ccccc3)c(=O)oc2c1 (centres undefined)	4	1	-3	3	/	-3	-9
Cc1ccc(C(=O)OCn2nnc3ccccc3c2=O)cc1[N+](=O)[O-]	10	-6	1	3	-7	-1	3
Cc1ccc(-c2nn(-c3ccc(F)cc3)cc2C(=O)N2CCN(C3CCS(=O)(=O)C3)CC2)cc1 (centres undefined)	-5	-4	0	7	-21	-5	5
C[C@@H](NC(=O)C[C@H]1CC[C@H]2[C@@H](COc3ccc(NC(=O)C4CCOCC4)cc3C(=O)N2C)O1)c1ccccc1	-10	-4	-3	-2	-4	-1	4
COc1ccccc1NC(=O)N[C@H]1CC[C@H](CCNS(=O)(=O)c2ccc(Cl)cc2)O[C@@H]1CO	14	0	-2	-4	9	1	-16
COc1ccc(NC(=O)OCCn2c([N+](=O)[O-])cnc2C)cc1	-9	/	-6	-1	-19	6	10
COc1ccc(CNCCCSc2ncccn2)cc1OC	13	1	-26	3	8	-6	4
O=C(CN(c1ccccc1)S(=O)(=O)c1ccc(F)cc1)NC1CCS(=O)(=O)C1 (centres undefined)	0	-5	-3	0	-4	/	-5
O=C(N/N=C\c1cc2c(cc1Cl)OCO2)c1cccnc1	/	-2	0	7	-20	-2	-8
COc1ccc2c3c([nH]c2c1)[C@@H](CO)N(C(=O)C1CC1)CC31CCN(Cc2nccs2)CC1	0	/	1	25*	-13	0	7
Cc1nc(C(=O)NNC(=O)c2ccc(Cl)cc2)c(C(F)(F)F)o1	6	-5	1	-6	8	-5	-7
COc1cc(/C=N/Nc2nc(Nc3ccccc3)nc(N3CCCCC3)n2)ccc1OCC(=O)O	/	7	/	/	-5	/	-5
Cc1ccc(NC(=O)CCCNC(=O)c2ccc(Cl)cc2)nc1	-39	-6	25	-3	-53	-2	-13
CC(C)N1CCN(Cc2nc3ccccc3s2)CC1CCO (centres undefined)	3	/	-4	?	2	1	-9
C[C@@H]1CN([C@H](C)CO)C(=O)c2cc(-c3ccncc3)cnc2O[C@@H]1CN(C)S(=O)(=O)c1ccccc1	-11	-3	2	3	-1	-1	2
Cc1noc(C)c1COC(=O)c1cc(S(=O)(=O)N2CCOCC2)ccc1Cl	11	22	-2	-5	4	/	-6
CC(C)C(N)c1csc(NC(=O)Nc2ccccc2C(C)(C)C)n1 (centres undefined)	6	/	-1	0	16	1	-14
COCCN1CCN(Cc2nc(Cc3ccc(OC)c(OC)c3)no2)CC1	3	-5	-6	1	7	-1	-17
CN(Cc1ccccc1)C(=O)[C@@H]1CCCN1S(=O)(=O)c1ccc(Cl)cc1	0	-4	3	-2	-25	-2	13
The results go on:
SMILES	EWS-Fli inh	ARNT TACC3 PPI	CASP6 VEID inh	DENV2 CPE	PAX8 inh HTS	SIRT5 inh	LGR2 antag
O=Cc1ccccc1OCCOc1ccccc1C=O	-2	-7	2	-8	/	-8	-47
O=C(C[C@H]1C=C[C@H](NC(=O)c2ccccc2)[C@@H](CO)O1)NCc1ccncn1	8	-4	-1	0	-8	0	8
O=C(C1CCC(=O)N(C2CCCC2)C1)N1CCN(c2ccccc2Cl)CC1 (centres undefined)	-5	2	-1	0	10	-10	20
CCOC(=O)c1sc(Nc2nc(OC)cc(OC)n2)nc1C	11	/	-2	3	16	1	-8
Cc1ccc(S(=O)(=O)N(C)c2ccc(OCC(=O)Nc3nc(-c4ccccc4)cs3)cc2)cc1	/	-5	/	/	8	/	26
CN1CCN(C(=O)CN(c2cc(C(F)(F)F)ccc2Cl)S(C)(=O)=O)CC1	/	1	3	/	/	/	14
CCOc1ccc(NS(=O)(=O)c2ccc(NC(=O)C3CC3)cc2)cc1	/	/	-3	1	9	4	-7
COCCN=C1N[C@@H](c2cccc(C(F)(F)F)c2)C(C(=O)OC)=C(C)N1Cc1ccccc1	12	7	1	-1	-10	2	17
O=C(CSc1nnc(Cn2c(=O)sc3ccccc32)n1-c1ccccc1)N1CCCCCC1	-11	/	1	-8	5	-7	-8
Cc1csc(SCC(=O)N(C)CC(=O)Nc2ccccc2Cl)n1	1	-2	-96	3	-4	-2	-14
COc1cccc(C(NC(C)=O)c2nc(-c3cccc(NC(C)=O)c3)cs2)c1 (centres undefined)	0	/	2	-12	-17	-3	4
CN1CCN(CCC2Oc3cc([N+](=O)[O-])ccc3NC2=O)CC1 (centres undefined)	-1	-3	-1	3	-26	1	22
CCN(CC)CCCNC(=O)c1cn(CC)c2ccc(S(=O)(=O)N3CCc4ccccc4C3)cc2c1=O	6	-9	-1	1	4	0	-17
Cc1c(Cl)cccc1NC(=O)C1CC(=O)N(C2CCCC2)C1 (centres undefined)	5	10	0	-5	8	-1	1
N#Cc1nnn2c1nc(N)c1c(Cl)cccc12	3	/	4	2	-4	-3	2
O=C(C[C@H]1CC[C@@H](NC(=O)c2ccncc2)[C@@H](CO)O1)Nc1ccc(-c2ccccc2)cc1	-3	/	2	-3	/	-2	2
CNC[C@@H]1Oc2cc(C#C[C@H](C)O)ccc2S(=O)(=O)N([C@H](C)CO)C[C@H]1C	7	-7	0	5	/	-19	19
